# CatB block – inhibitors of human cathepsin B | P07858 | purified cathepsin B, fluorogenic substrate, fluorescence | inhibition, %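 (tested at 10 µM)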 | actives 0.1% (n = 63,000) | AID 453; in the data active means inhibition above about 21%;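 further: 0% = enzyme with no compound and 100% = no enzyme blank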
# CatL inh – blocks human cathepsin L protease activity. inhibition, %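 (tested at 10 µM)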. P07711. AID 460. actives 0.17% (n = 58,000). purified cathepsin L, fluorogenic substrate, fluorescence; in the data active means inhibition above about 45%;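 further: 0% = enzyme with no compound and 100% = no enzyme blank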
# FXIIa inh mix – inhibitors of human coagulation factor XIIa, pooled mixtures; inhibition, % at 5 µM; P00748; purified FXIIa, fluorogenic substrate; actives 0.2% (n = 62,000);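 further: 0% = enzyme without compound and 100% = no enzyme blank; some results filed as inactive read as strong as hits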
# Abs 340nm – compound absorbs light at 340 nm | compound absorbance at 340 nm, fold over control | fold change at 10 µM | 65,000 tested, under 10 active;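 active means at 10 µM dose, initial 340 nm absorbance at least 2 fold that of control wells; inactive means change under 2 fold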;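 further: initial absorbance extrapolated from kinetic A340 decline of NADH oxidation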
# FXIa inh mix – factor XIa (human) inhibition, mixture screen; actives 0.19% (n = 62,000); inhibition, % at 5 µM; purified FXIa, fluorogenic substrate, pooled mixtures;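 further: each value is inhibition by a whole ten-compound pool holding the compound; 0% = enzyme with no mixture and 100% = wells lacking enzyme; strong numbers were not always called active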
# CatG inh – inhibitors of human cathepsin G; P08311; purified enzyme, AMC-tetrapeptide fluorescence, pooled mixtures; inhibition, % at 5 µM (by protocol); actives 0.2% (n = 62,000);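 active means inhibition above 20% in each of the two mixture wells holding the compound; inactive means inhibition of 20% or less in either well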;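 further: 0% = enzyme control without mixture and 100% = blank lacking enzyme; strong numbers were not always called active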
# CatS inh – inhibitors of human cathepsin S; actives 0.06% (n = 62,000); inhibition, %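 (tested at 5 µM per compound within 10-compound mixtures)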; recombinant cathepsin S, AMC dipeptide fluorescence, pooled mixtures; P25774; AID 501; in the data active means inhibition above about 32%, passing the limit was not always enough; inconclusive means no clear call, values can overlap the other calls;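 further: 0% = enzyme without compound and 100% = blank without enzyme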
# Target sequence (P25774 115-331 limits assumed): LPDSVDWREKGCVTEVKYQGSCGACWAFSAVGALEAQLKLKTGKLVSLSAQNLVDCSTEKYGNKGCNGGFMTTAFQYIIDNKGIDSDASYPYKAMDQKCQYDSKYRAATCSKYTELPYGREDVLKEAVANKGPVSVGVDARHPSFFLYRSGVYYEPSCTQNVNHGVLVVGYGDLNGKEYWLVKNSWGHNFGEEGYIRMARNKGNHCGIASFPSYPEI
# CatB mixtures – inhibitors of human cathepsin B in compound mixtures | AID 488 | P07858 | inhibition, %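 (ten-compound pools at 5 µM per compound and 50 µM total)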 | Purified cathepsin B, AMC dipeptide fluorescence | actives 0.06% (n = 62,000); in the data active means inhibition above about 22%, passing the limit was not always enough; inconclusive means no clear call, values can overlap the other calls;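 further: 0% = enzyme without compound and 100% = no enzyme blank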
# C1s block – blocks human complement C1s protease activity; P09871; purified C1s, fluorogenic AMC substrate, pooled mixtures; mean inhibition % of two 10-compound mixtures (stronger effect = higher value), % at 5 µM (by protocol); actives 0.16% (n = 62,000); AID 538;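 active means inhibition above 20% in each of the two 10-compound mixture wells holding the compound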;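 further: 0% = enzyme wells lacking compound mixture and 100% = no-enzyme blank wells; some compounds called inactive have numbers as strong as hits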
# Target sequence (P09871 16-437 limits assumed): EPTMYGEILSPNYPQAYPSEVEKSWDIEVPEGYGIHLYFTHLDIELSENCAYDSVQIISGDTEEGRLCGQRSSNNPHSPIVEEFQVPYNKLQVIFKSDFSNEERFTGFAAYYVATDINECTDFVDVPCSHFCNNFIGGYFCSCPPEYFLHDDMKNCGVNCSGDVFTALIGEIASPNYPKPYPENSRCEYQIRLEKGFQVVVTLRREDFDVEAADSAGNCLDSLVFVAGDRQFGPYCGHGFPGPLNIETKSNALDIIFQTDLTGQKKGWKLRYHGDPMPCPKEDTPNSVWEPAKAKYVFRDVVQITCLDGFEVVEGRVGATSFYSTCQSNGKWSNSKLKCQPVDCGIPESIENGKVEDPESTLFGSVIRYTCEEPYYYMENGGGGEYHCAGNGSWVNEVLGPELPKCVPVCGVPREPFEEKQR
# Target sequence (P09871 438-688 limits assumed): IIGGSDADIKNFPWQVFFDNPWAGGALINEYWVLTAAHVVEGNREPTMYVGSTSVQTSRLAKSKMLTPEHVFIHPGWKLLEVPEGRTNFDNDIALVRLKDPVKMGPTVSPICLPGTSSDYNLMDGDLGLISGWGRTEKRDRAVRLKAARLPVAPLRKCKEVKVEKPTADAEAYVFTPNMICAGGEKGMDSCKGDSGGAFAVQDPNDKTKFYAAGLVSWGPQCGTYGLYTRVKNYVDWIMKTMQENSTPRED
# * marks the source's active call; other numbers are inactive results; ? = inconclusive; nt = no result given. Unless noted, no stated cut-off is given here; in the data, active means inhibition above about 20% (passing the limit was not always enough); inactive means the rest. An excerpt; count on the stated rates, not on these rows.
SMILES,CatB block,CatL inh,FXIIa inh mix,Abs 340nm,FXIa inh mix,CatG inh,CatS inh,CatB mixtures,C1s block
COc1ccccc1-c1cc(C(=O)NCCCn2ccnc2)no1,0.1,7.3,8.2,0.99,5.8,20.1,6.4,6.4,9.7
CC(Sc1nc(N)cc(=O)[nH]1)C(=O)NC1CCCCC1 (stereo not given),3.0,nt,-0.3,1.06,5.0,7.6,2.4,-0.3,12.2
C=CCn1c(=O)[nH]c2cc(C(=O)N3CCN(c4cccc(Cl)c4)CC3)ccc2c1=O,0.1,2.8,9.2,1.04,6.6,10.2,0.3,2.2,14.8
CCOc1ccc(N(C(C)C(=O)Nc2ccc(OC)cc2)S(C)(=O)=O)cc1 (stereo not given),3.1,12.2,0.9,1.01,5.6,9.7,2.2,3.1,-15.5
C=COCCNC(=O)Nc1ccc(Cl)c(Cl)c1,6.0,10.5,13.7,1.01,-0.4,-8.2,?,2.9,-17.6
CCOC(=O)c1sc(NC(=S)n2cc(C)cn2)c(C(=O)OCC)c1C,2.2,12.6,7.4,1.02,7.6,10.9,14.6,7.6,15.9
CCS(=O)(=O)NCC(c1cccnc1)N1CCN(c2ccccc2OC)CC1 (stereo not given),-1.4,nt,5.5,1,1.0,6.7,-0.9,3.5,-3.6
COCc1nnc(NC(=O)c2sc3ccccc3c2Cl)s1,-8.6,-5.5,9.7,1.21,7.2,1.9,4.4,3.0,6.0
CCS(=O)(=O)N1CCCC(C(=O)NCCc2ccc(OC)c(OC)c2)C1 (stereo not given),5.4,-1.8,-17.2,1,3.2,0.2,4.2,5.4,4.0
Cc1[nH]c(=S)[nH]c(=O)c1Cc1ccccc1,1.9,-5.0,-0.3,1.03,13.4,-0.3,-0.8,2.2,4.3
CCOc1ccc(OCC)c(NC(=O)CSc2nnc(-c3cccnc3)o2)c1,1.3,33.0,7.9,0.98,-5.0,10.2,3.3,-2.4,2.5
O=C(Nc1ccc2oc(Cc3ccc(Cl)cc3)nc2c1)c1cccnc1,-1.0,-0.1,10.2,0.99,8.0,-3.1,-0.4,-5.6,-0.5
NC1=CC(=O)c2cccc3cccc1c23,-0.8,9.6,37.9,1.04,2.3,-2.2,19.0,5.5,-3.8
c1ccc(-c2nc(C3CCCCC3)no2)cc1,-0.3,-4.9,-5.3,1.05,2.6,8.1,-4.7,0.8,5.6
COc1ccc2nc(NCCO)[nH]c2c1,0.9,0.3,6.0,1.01,-13.1,3.0,-9.2,3.1,-30.2
COc1ccccc1N1CCN(Cc2ccco2)CC1,-3.8,0.1,7.6,1.04,10.6,-2.8,9.7,4.3,-5.7
COc1ccc2cc(CN(Cc3cccnc3)S(=O)(=O)c3ccccc3)c(=O)[nH]c2c1,1.8,6.0,-0.3,1.09,0.3,-1.8,11.9,-1.7,-8.0
CCOC(=O)N1CCN(C(=O)CN(C2CCCCC2)S(=O)(=O)c2ccc(F)cc2)CC1,2.7,12.1,7.8,1,1.6,7.0,4.7,-1.1,15.5
O=S(=O)(c1ccc(F)cc1)N1CCN(CC(O)COCc2cccs2)CC1 (stereo not given),-0.3,9.5,7.4,1.01,-1.3,-1.2,3.2,-0.9,4.0
COc1ccc(C2C3=C(CCCC3=O)Nc3nc4ccccc4n32)c(OC)c1OC (stereo not given),-1.4,-45.5,-20.3,1.08,-39.3,-27.4,-17.9,-14.2,-106.1
Cc1nnc(NC(=O)CSc2nnc(CCc3nc4ccccc4[nH]3)n2C)s1,-3.9,0.6,2.5,0.98,7.5,4.0,-1.1,-0.7,5.4
O=C(CN(C(=O)CNS(=O)(=O)c1ccccc1)C1CCCC1)NCC1CCCO1 (stereo not given),-3.0,-4.3,6.4,1.03,-26.8,-27.5,-29.7,-16.6,-89.5
CCCC(=O)NCCCc1nc2ccccc2n1CC,2.3,-4.5,12.6,1.02,-2.7,7.5,-8.3,2.3,4.5
Cc1ccc(C(c2sc3nc(C)nn3c2O)N2CC(C)OC(C)C2)cc1 (stereo not given),-4.4,-2.9,3.2,0.99,0.9,1.3,-8.7,4.8,-3.5
Cc1oc2cc(O)cc(O)c2c(=O)c1-c1ccc2c(c1)OCCCO2,-4.7,4.2,6.2,1.04,2.7,1.7,-3.8,2.2,2.9
Cn1c(NCCCN2CCOCC2)nc2c1c(=O)n(Cc1ccc(Cl)cc1)c(=O)n2C,0.8,15.4,2.3,1.02,13.1,7.6,12.7,2.6,-7.0
COc1ccc(S(=O)(=O)N(C)CC(=O)Nc2cccc(C(C)=O)c2)cc1,-7.0,-19.9,0.0,1.05,6.2,2.0,1.6,6.5,6.4
COc1cc2c(cc1OC)C(C(=O)NCCN1CCOCC1)C1c3ccccc3CCN1C2=O (stereo not given),0.8,27.9,-6.9,1.01,-8.9,8.4,10.6,4.0,-13.5
CCOC(=O)N1CCC(c2nc3ccccc3[nH]2)CC1,-3.4,23.0,4.2,1.02,10.8,2.0,10.1,7.5,2.2
O=C(c1cccc(Cl)c1)N1CCCC(C(=O)N2CCCCCC2)C1 (stereo not given),1.3,-6.8,7.2,1.02,1.6,7.1,-1.9,0.8,3.8
CC(C)(C)OC(=O)N[C@@H](Cc1ccccc1)c1nnc(SCC(=O)O)o1,3.1,32.7,6.0,1.02,-3.6,8.6,13.8,-2.4,2.4
COc1ccc(S(=O)(=O)C(C#N)c2nc3ccccc3nc2N2CCC(C)CC2)cc1 (stereo not given),6.1,4.6,1.6,1.05,-4.6,8.2,3.4,0.9,-6.2
CCOc1ccccc1C1NC(=O)NC(C)=C1C(=O)OC1CCCC1C (stereo not given),1.6,3.2,11.7,1,12.4,6.7,15.0,5.0,-36.2
Cc1cc(C)nc(SCc2nnc(SCC(=O)OC3CCCCC3)o2)n1,-1.0,-2.6,5.0,0.98,4.6,-4.2,10.3,-2.5,-6.3
CC(C)N1CCc2c(sc(NC(=O)c3ccc(S(=O)(=O)N4CCOCC4)cc3)c2C#N)C1,-6.0,7.5,-0.4,1.1,4.7,-0.2,8.6,2.8,-5.9
CCOc1cc2[nH]c(=O)n(Cc3ccc(C(=O)NCCOC)cc3)c(=O)c2cc1OCC,1.6,nt,-16.4,1.06,2.1,0.6,2.3,1.8,-3.1
COC(=O)CCC(NC(=O)OCc1ccccc1)C(=O)NC(CC(C)C)C(=O)OC (stereo not given),7.3,4.4,3.1,1,2.5,10.8,0.2,5.8,52.5
CN1CCN(CCC(=O)Nc2ccc(F)c(F)c2)CC1,0.5,26.4,10.9,1.03,7.8,-3.4,17.1,2.9,2.4
Cc1ccccc1NC(=O)c1nc[nH]c1C(=O)NCc1ccccc1,7.6,31.7,11.9,1.03,-13.3,-1.9,-8.2,-4.5,-52.1
Cc1cccc(C)c1NC(=O)N1CCC(N2CCCCC2)CC1,1.1,5.5,-15.0,0.99,4.8,10.2,0.0,3.9,6.7
CCOC(=O)C1CCCN(S(=O)(=O)c2ccc(OC)c3ccccc23)C1 (stereo not given),-1.4,7.6,1.7,1.05,-23.9,-6.7,-11.2,-15.0,-28.6
COc1ccc(NC(=O)c2cnc3sccn3c2=O)cc1OC,0.5,12.4,12.8,1.14,2.3,11.8,7.1,4.3,17.6
CCN(CC)CCCN1C(=O)C(O)=C(C(=O)c2sc(C)nc2C)C1c1ccc(C)o1 (stereo not given),8.2,-4.7,-5.1,1.03,2.8,13.3,11.7,-0.1,16.6
O=C(Cn1ncc2c(=O)oc3ccccc3c21)N1CCC(N2CCCCC2)CC1,1.2,12.2,19.6,1.03,3.7,9.8,11.8,4.7,8.2
CN1C2C=C3C(C#N)=C(N)C(C#N)(C#N)[C@@H](c4ccc(Cl)cc4)[C@@H]3C1CC2 (stereo not given in full),0.3,4.7,16.8,1,2.0,9.8,11.6,-3.8,8.5
NC(=O)C1CCN(C(=O)CCCCCn2c(=O)[nH]c3ccsc3c2=O)CC1,4.2,14.8,4.0,1.03,12.5,3.4,12.2,1.5,-17.6
CC(=O)OCCn1c(Br)nc2c1c(=O)[nH]c(=O)n2C,2.3,5.9,12.0,1.06,6.2,6.7,-25.9,2.9,14.4
O=C1CCc2cc(S(=O)(=O)N3CCC(C(=O)NCc4ccccc4Cl)CC3)ccc2N1,3.7,nt,0.0,1.01,5.9,11.0,-2.0,5.2,-6.6
NC(=O)c1ccsc1NC(=O)C1CC1,-4.8,-10.4,0.2,1.06,3.3,-3.5,-15.1,3.6,-14.7
CC(=O)N1CCc2cc(S(=O)(=O)NCCC(=O)Nc3cccc(C)c3)ccc21,6.8,27.8,1.8,0.98,5.6,5.7,-2.7,0.2,2.7

# Among those listed so far, these contain fluorine.
SMILES,CatB block,CatL inh,FXIIa inh mix,Abs 340nm,FXIa inh mix,CatG inh,CatS inh,CatB mixtures,C1s block
CCOC(=O)N1CCN(C(=O)CN(C2CCCCC2)S(=O)(=O)c2ccc(F)cc2)CC1,2.7,12.1,7.8,1,1.6,7.0,4.7,-1.1,15.5
O=S(=O)(c1ccc(F)cc1)N1CCN(CC(O)COCc2cccs2)CC1 (stereo not given),-0.3,9.5,7.4,1.01,-1.3,-1.2,3.2,-0.9,4.0
CN1CCN(CCC(=O)Nc2ccc(F)c(F)c2)CC1,0.5,26.4,10.9,1.03,7.8,-3.4,17.1,2.9,2.4

# Further compounds
SMILES,CatB block,CatL inh,FXIIa inh mix,Abs 340nm,FXIa inh mix,CatG inh,CatS inh,CatB mixtures,C1s block
CCn1c(SCC(=O)Nc2cccc(OC)c2)nnc1-c1ccc(Cl)cc1,1.0,-2.4,-17.9,0.97,5.8,9.5,-7.5,0.2,10.2
O=S(=O)(NCc1cccs1)c1cccc(S(=O)(=O)N2CCCCC2)c1,0.7,12.8,-19.3,1,3.0,-2.4,2.7,0.0,1.1
CCn1c(SCC(=O)Nc2cc(C)on2)nnc1-c1cccnc1,-2.1,-10.9,3.4,0.98,0.0,-5.5,14.0,4.5,-23.5
O=S(=O)(c1ccc2ccccc2c1)n1cnc2ccccc21,-1.1,6.7,1.0,1.01,6.5,12.2,1.1,3.6,12.1
O=C(COc1ccc(Cl)cc1)N1CCN(C(=O)c2cccc(F)c2)CC1,1.5,13.9,-17.4,1.03,4.7,14.0,9.1,3.7,15.5
Cc1cccc(N(C2C=CS(=O)(=O)C2)S(=O)(=O)c2ccccc2)c1 (stereo not given),6.9,nt,-4.6,1.03,-0.1,8.3,0.0,4.2,-11.6
O=C(Nc1cc(C(F)(F)F)ccc1N1CCCCC1)c1ccco1,3.0,nt,5.9,1.01,3.3,9.3,4.3,-7.0,1.3
COc1cc(NC(=O)C2CCCCC2)c(OC)cc1NC(=O)CCC(=O)NCc1ccco1,5.3,10.8,-22.2,1,4.8,7.5,0.8,-0.2,11.8
O=C(c1ccco1)N1CCN(c2cc(C(F)(F)F)nc3ncnn23)CC1,-2.8,10.1,-17.1,1.07,4.7,2.3,13.9,6.9,4.2
CC(=O)N(C)c1ccc(NS(=O)(=O)Cc2ccccc2)cc1,-3.0,-8.6,6.5,1.04,10.1,0.3,-2.6,2.4,6.2
COC1=C(OC)c2ccccc2C(C(=O)O)N/C1=C(/C)Nc1ccncc1 (stereo not given),7.5,9.4,7.4,1.02,0.8,10.0,13.6,3.0,4.5
CC(C)CCNC(=O)CN(C(=O)Cn1nnc(-c2ccc(F)cc2)n1)C1CCCC1,1.9,12.4,-12.4,0.99,6.6,8.8,2.2,2.8,8.9
N#Cc1nc(-c2ccccc2)oc1NCCN1CCCCC1,-0.5,-36.0,5.6,1.1,-5.5,-6.0,-10.9,-3.3,-81.4
Brc1cccc(-c2nc(-c3ccncc3)no2)c1,1.8,nt,7.5,1.02,-3.5,10.2,2.9,-4.1,4.4
Cc1ccc(S(=O)(=O)NC(CC(=O)N2CCc3ccccc32)c2ccco2)cc1 (stereo not given),1.2,25.8,-1.7,1.05,5.2,12.4,10.0,6.2,13.2
O=C(Nc1ccccc1Cl)N1CCN(c2ccc3nnc(-c4ccc(F)cc4)n3n2)CC1,1.2,-1.4,3.4,1.02,10.2,2.0,-1.2,0.0,4.0
